# HIV fusion peptide – inhibitors of HIV fusion peptide binding, primary screen, biochemical, uHTS, fluorescence dequenching (AID 1986); actives 0.3% (n = 290,000); cell-free peptide binding, fluorescence dequenching, 30 min; higher % means a stronger effect; inhibition, % at 20 µM, or IC50 in µM where a hit was titrated; in the data active means inhibition mostly above about 52%, no sharp cut-off; inactive means mostly below about 76%; further: some results filed as inactive read as strong as hits
# GPR35 antagonists – GPR35 antagonists blocking zaprinast-driven arrestin recruitment, primary screen, imaging, U2OS, beta-arrestin-GFP, zaprinast agonist (AID 2058). G-protein coupled receptor 35 (Homo sapiens). U2OS GPR35 beta-arrestin-GFP translocation imaging, zaprinast antagonism; higher % means a stronger effect. one-dose inhibition, % at 10 µM; IC50 in µM for titrated hits. actives 0.052% (n = 290,000);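 active means inhibition of at least 50% with at least 30 cells and total cytoplasm GFP at most 10,000,000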
# KOR beta-arrestin-1 – KOR antagonists, beta-arrestin recruitment, cell-based, luminescence, uHTS (AID 1778). KOR beta-arrestin recruitment, luminescence, antagonist mode; higher % means a stronger effect. one-dose inhibition, % at 10 µM; IC50 in µM for titrated hits. actives 0.091% (n = 290,000). Kappa-type opioid receptor (Homo sapiens); in the data active means inhibition above about 50%; further: strong numbers were not always called active
# NS5 inhibitors – Dengue-2 NS5 methyltransferase inhibitors, primary screen, biochemical, confirmation dose response (AID 588689) | one-dose inhibition, % at 25 µM; IC50 in µM for titrated hits | Genome polyprotein (Dengue virus type 2 (strain 16681-PDK53)) | actives 0.3% (n = 340,000) | Dengue-2 NS5 methyltransferase capping enzyme assay, biochemical; higher % means a stronger effect; in the data active means a potency from the dose series
# KOR beta-arrestin-2 – KOR agonists, beta-arrestin recruitment, primary screen, cell-based, luminescence, uHTS (AID 1777). Kappa-type opioid receptor (Homo sapiens). KOR beta-arrestin recruitment, luminescence; higher % means a stronger effect. activation, % at 10 µM, or EC50 in µM where a hit was titrated. actives 0.02% (n = 280,000); in the data active means activation above about 50%, passing the limit was not always enough; further: a part of the inactive calls stands beside numbers as strong as those of hits
# West Nile antiviral – West Nile virus antiviral activity, cell-based, CPE readout (AID 1621) | West Nile virus-infected cells, CPE inhibition; higher % means a stronger effect | CPE inhibition, % at 10 µM; hits with a dose series show IC50 in µM | actives 0.02% (n = 290,000); in the data active means a potency from the dose series; further: strong numbers were not always called active
# GPR55 beta-arrestin – GPR55 agonists via beta-arrestin recruitment, primary screen, imaging, U2OS cells, beta-arrestin-GFP redistribution (AID 1961); U2OS GPR55 beta-arrestin-GFP redistribution imaging; higher % means a stronger effect; G-protein coupled receptor 55 (Homo sapiens); activation, % at 10 µM; hits with a dose series show EC50 in µM; actives 0.048% (n = 290,000);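 active means activation above 40% with more than 50 cells counted in the well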;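 further: U2OS osteosarcoma cells stably expressing GPR55 and beta-arrestin-GFP; plate controls were DMSO negative control for no effect and LPI positive control for full effect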
# NOD1 NF-kB reporter – NOD1 signaling inhibitors, primary screen, cell-based, luminescence, uHTS (AID 1578). NOD1-driven NF-kB luciferase reporter cells, luminescence; higher % means a stronger effect. inhibition, % at 4 µM; hits with a dose series show EC50 in µM. actives 1% (n = 290,000); in the data active means inhibition mostly above about 36%, no sharp cut-off; inactive means mostly below about 34%;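 further: HEK-293T reporter cells stimulated with the NOD1 agonist gamma-tri-DAP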
# GPR55 LPI antagonism – GPR55 antagonists blocking LPI-driven arrestin recruitment, primary screen, imaging, U2OS, beta-arrestin-GFP, LPI agonist (AID 2013) | actives 0.13% (n = 290,000) | one-dose inhibition, % at 10 µM; IC50 in µM for titrated hits | U2OS GPR55 beta-arrestin-GFP translocation imaging, LPI antagonism; higher % means a stronger effect;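 active means spots per cell inhibited over 60%, with over 100 cells counted and total cytoplasm intensity under 500,000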;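 further: U2OS cells stably carrying GPR55 and arrestin-GFP stimulated by 5 µM LPI near EC80; imaged beta-arrestin-GFP aggregate spots per cell after agonist stimulation; plate controls were LPI-stimulated DMSO wells for no effect and DMSO wells without LPI for full effect; some results filed as inactive read as strong as hits; confirmed hits need IC50 under 10 µM and bright autofluorescent wells are also inconclusive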
# NS5 inhibitors pilot replicate – also measured in NS5 inhibitors; calls as there; inhibition, %; measured here: pilot screen replicate inhibition
# The depositor's hits bear a star; / = not tested or not shown; [ ] = dose if it differs, or a comment.
SMILES,HIV fusion peptide,GPR35 antagonists,KOR beta-arrestin-1,NS5 inhibitors,KOR beta-arrestin-2,West Nile antiviral,GPR55 beta-arrestin,NOD1 NF-kB reporter,GPR55 LPI antagonism,others
Nc1nnc(SCC(=O)NC2CCCC2)s1,-0.4%,0%,-42%,-1%,-3.6%,0.0%,-0.1%,-14%,-2%,
CC(C)(C)C(=O)Nc1ccccc1C(=O)NCCCn1ccnc1,0.8%,1%,5%,-1%,-1.9%,-0.4%,-0.2%,-30%,3%,
Cc1cc(C)n(CCNS(=O)(=O)c2ccc(C)c(C)c2)n1,20%,6%,14%,2%,-2.7%,-0.2%,-0.4%,-14%,5%,
CCCS(=O)(=O)N1CCN(CCN2C(=O)c3cccc4cccc(c34)C2=O)CC1,0.7%,-3%,11%[20 µM],-9%,-3.3%,-1.4%,-0.1%,-28%,9%,
CS(=O)(=O)N1CCN(c2ccccc2[N+](=O)[O-])CC1,-0.2%,10%,-12%,1%,-1.0%,-0.2%,-0.1%,10%,-4%,
CC1CCCC(C)N1CCCNC(=O)Cn1ncc2c3ccccc3n(C)c2c1=O (centres undefined),1.7%,1%,3%,1%,6.4%,0.0%,0.3%,-28%,-4%,
CCOc1nsc(OCC)n1,0.3%,11%,32%,3%,2.9%,0.5%,-0.1%,0%,5%,
C=CCOC(=O)C1=C[C@@H](c2ccc(C(F)(F)F)cc2)[C@H](CCCO)[C@@H](OCC)O1,-0.7%,-5%,-13%,-2%,-2.5%,-0.2%,0.6%,-16%,13%,
CC(C)NS(=O)(=O)c1ccc(NC(=O)CCc2ccccc2)cc1,1.4%,-6%,-20%,-2%,-1.2%,1.5%,-0.2%,-2%,-3%,
COc1ccc(-c2csc(/C(C#N)=C\c3ccc(O)c([N+](=O)[O-])c3)n2)cc1OC,63%,-23%,-49%,11%,6.9%,0.0%,-0.2%,78%*,-13%,
COC(=O)C1(CCSC)NC(c2ccccc2OC)C2C(=O)N(C)C(=O)C21 (centres undefined),0.6%,8%,5%,-3%,-2.2%,0.4%,0.2%,-2%,6%,
CCCc1cc(C(=O)Nc2ccccc2SC)no1,-3.3%,1%,-68%,-2%,-5.8%,0.1%,0.2%,9%,4%,
O[C@@H](CNC[C@H](O)c1ccccc1)c1ccccc1,3.8%,-11%,-10%,-7%,-2.4%,-0.5%,0.7%,-17%,5%,
O=Cc1ccc(-c2ccc(Cl)cc2Cl)[nH]1,-0.1%,-7%,-49%,-9%,1.3%,-0.9%,-0.2%,-37%,13%,
COC(=O)c1cc(S(=O)(=O)Nc2cccc(C)c2C)cn1C,2.0%,3%,-29%[20 µM],-5%,-3.1%,-0.4%,-0.1%,-33%,13%,
CNC(=S)N1CCc2cc(OC)c(OC)cc2C1,0.7%,1%,0%,-10%,3.5%,0.0%,0.0%,-4%,-9%,
Cc1nc2ccccn2c1C(=O)NN=C1CCN(C)CC1,-1.6%,-14%,-17%,2%,-10%,0.4%,-0.3%,-24%,7%,
CCN(CC)CCN1C(=O)C2C(C(=O)Nc3ccc(C(C)C)cc3)C3C=CC2(O3)C1C(=O)NC1CCCCC1 (centres undefined),2.0%,-6%,-7%,-12%,0.5%,-0.8%,0.2%,-36%,6%,
COc1cc(C=O)ccc1OS(=O)(=O)c1ccc(NC(C)=O)cc1,1.4%,-5%,/,1%,2.3%,-1.5%,-0.4%,-21%,-3%,
COc1ccccc1CNC(=O)CSCc1cnn(-c2ccccc2)c1-n1cccc1,1.0%,17%,1%,-6%,-1.1%,-0.6%,-0.1%,19%,18%,NS5 inhibitors pilot replicate=-3.0
Cn1c(=O)c2cc(S(=O)(=O)NC(Cc3ccccc3)C(=O)NCc3ccco3)ccc2n(C)c1=O (centres undefined),-1.2%,9%,-83%,-8%,6.2%,-0.2%,-0.1%,14%,-2%,
O=C(CCc1nc2cccnc2n1Cc1ccccc1)NCCc1ccc(Cl)cc1,0.7%,19%,-1%,-5%,0.9%,-0.6%,-0.4%,-5%,4%,
COc1ccc(NC(=O)C2CCCC2)cn1,0.9%,-13%,10%,-3%,1.4%,0.4%,0.1%,-11%,17%,
O=C(c1cccc(Cl)c1Cl)N1CCN(c2ccccn2)CC1,-1.8%,4%,1%,5%,0.2%,0.9%,-0.2%,-30%,6%,
CCOC(=O)C1=C2N(C)c3ccccc3N2CCC1=O,-2.1%,-6%,30%,-4%,-7.7%,0.2%,-0.1%,-14%,11%,

# Pulled one by one from above, 2 records:
SMILES,HIV fusion peptide,GPR35 antagonists,KOR beta-arrestin-1,NS5 inhibitors,KOR beta-arrestin-2,West Nile antiviral,GPR55 beta-arrestin,NOD1 NF-kB reporter,GPR55 LPI antagonism,others
CC1CCCC(C)N1CCCNC(=O)Cn1ncc2c3ccccc3n(C)c2c1=O (centres undefined),1.7%,1%,3%,1%,6.4%,0.0%,0.3%,-28%,-4%,
CS(=O)(=O)N1CCN(c2ccccc2[N+](=O)[O-])CC1,-0.2%,10%,-12%,1%,-1.0%,-0.2%,-0.1%,10%,-4%,

# (cont.)
SMILES,HIV fusion peptide,GPR35 antagonists,KOR beta-arrestin-1,NS5 inhibitors,KOR beta-arrestin-2,West Nile antiviral,GPR55 beta-arrestin,NOD1 NF-kB reporter,GPR55 LPI antagonism,others
COC(=O)C1=C(C)N(c2cc(Cl)cc(Cl)c2)C(=O)C1,4.6%,-1%,-168%,-7%,1.3%,-1.5%,-0.3%,8%,14%,
N#CCCn1cc(C(=O)N2CCCCC2)c(-c2cccc([N+](=O)[O-])c2)n1,2.6%,-1%,-25%[20 µM],-3%,0.2%,-0.4%,0.2%,-7%,13%,
COc1ccc(NC(=O)NCc2cccn2C)c(OC)c1,-2.6%,24%,32%,14%,-2.0%,0.7%,0.3%,4%,22%,
Nc1nc(-c2ccc(Br)cc2)cc(C(F)(F)F)n1,7.3%,9%,1%,-9%,-3.8%,0.1%,0.3%,4%,4%,
Cc1cc2n(n1)SC(Nc1ccc(F)cc1)N2 (centres undefined),-0.5%,-3%,-11%,-4%,0.1%,0.0%,0.0%,-33%,-4%,
COc1ccccc1S(=O)(=O)CC(O)COc1ccccc1Cl (centres undefined),1.4%,13%,-25%,-1%,7.8%,-0.7%,-0.1%,-33%,-3%,
N=c1c2c(-c3ccccc3)c(-c3ccccc3)oc2ncn1CCCN1CCOCC1,2.4%,-3%,-12%,-7%,-0.8%,0.5%,-0.3%,11%,-7%,
CCCC(=O)Nc1nnc(-c2cccc(OCC)c2)s1,-1.1%,0%,-7%,-4%,/,-0.6%,0.2%,-36%,3%,
CCOC(=O)c1cc(NC(=O)Nc2ccc(Br)cc2)c(C)nc1C,0.0%,-6%,16%,/,-2.8%,-0.8%,0.5%,-17%,-3%,
O=C(O)CCN1CC2([N+](=O)[O-])C=CC(=O)C([N+](=O)[O-])(C1)C2CC(=O)c1ccccc1 (centres undefined),40%,3%,-24%,5%,-2.0%,-0.4%,0.6%,34%,-4%,
NS(=O)(=O)c1ccc(CCNCc2cccnc2)cc1,1.2%,1%,-46%[20 µM],-1%,12%,-0.5%,0.2%,-24%,2%,NS5 inhibitors pilot replicate=2.1
Cc1oc2c(O)c(O)ccc2c(=O)c1-c1ccccc1,13%,-11%,12%,1%,-1.5%,0.0%,-0.1%,2%,8%,
C#CCOCCOCCOCCNc1nc(N2CCN(C(=O)[C@H](CCC(=O)O)n3cc(C(N)[C@H](C)CC)nn3)CC2)nc(N2CCN(C(=O)[C@H](Cc3cc4ccccc4[nH]3)n3cc(C(N)[C@H](C)CC)nn3)CC2)n1 (some centres undefined),-1.0%,-2%,-6%,/,6.4%,/,-0.2%,-7%,9%,
CCOc1ccccc1N(CC(=O)NCCSc1ccccc1)S(C)(=O)=O,-0.6%,14%,-14%[20 µM],2%,/,-0.6%,-0.1%,-33%,10%,
O=C(NCCNC(=O)c1cc(OCC(F)(F)F)ccc1OCC(F)(F)F)Nc1ccc(Cl)cc1,-2.2%,14%,-23%,/,2.2%,-0.9%,-0.1%,/,-1%,
CCN(CC)S(=O)(=O)c1ccc(NC(=O)c2cc(C(=O)OC)cc([N+](=O)[O-])c2)cc1,-3.0%,22%,-2%,1%,0.5%,-0.7%,-0.2%,16%,-7%,
COc1ccc(-c2c(C#N)c(SCC(N)=O)nc3c2CCCC3)cc1,0.2%,-10%,-11%,-2%,-7.7%,0.1%,-0.4%,-3%,5%,

# Entries listed so far that contain a nitro group on carbon (5):
SMILES,HIV fusion peptide,GPR35 antagonists,KOR beta-arrestin-1,NS5 inhibitors,KOR beta-arrestin-2,West Nile antiviral,GPR55 beta-arrestin,NOD1 NF-kB reporter,GPR55 LPI antagonism,others
CS(=O)(=O)N1CCN(c2ccccc2[N+](=O)[O-])CC1,-0.2%,10%,-12%,1%,-1.0%,-0.2%,-0.1%,10%,-4%,
COc1ccc(-c2csc(/C(C#N)=C\c3ccc(O)c([N+](=O)[O-])c3)n2)cc1OC,63%,-23%,-49%,11%,6.9%,0.0%,-0.2%,78%*,-13%,
N#CCCn1cc(C(=O)N2CCCCC2)c(-c2cccc([N+](=O)[O-])c2)n1,2.6%,-1%,-25%[20 µM],-3%,0.2%,-0.4%,0.2%,-7%,13%,
O=C(O)CCN1CC2([N+](=O)[O-])C=CC(=O)C([N+](=O)[O-])(C1)C2CC(=O)c1ccccc1 (centres undefined),40%,3%,-24%,5%,-2.0%,-0.4%,0.6%,34%,-4%,
CCN(CC)S(=O)(=O)c1ccc(NC(=O)c2cc(C(=O)OC)cc([N+](=O)[O-])c2)cc1,-3.0%,22%,-2%,1%,0.5%,-0.7%,-0.2%,16%,-7%,

# These rows are one share of the data. The share of hits here may be higher or lower than overall.
